AMPAR-TARP mod: GluA2-stargazin AMPA receptor complex modulation | O88602+P19491 | HEK293 GluA2+stargazin, membrane potential dye (FDSS), glutamate EC50; hits were called plate by plate, in both directions | calls only at 30 µM | hit rate 3.5% among 40,000;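 active = any of four per-well response measures lying three or more SD from its plate-wide compound average, in either direction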
Target sequence (O88602 whole entry, looked up): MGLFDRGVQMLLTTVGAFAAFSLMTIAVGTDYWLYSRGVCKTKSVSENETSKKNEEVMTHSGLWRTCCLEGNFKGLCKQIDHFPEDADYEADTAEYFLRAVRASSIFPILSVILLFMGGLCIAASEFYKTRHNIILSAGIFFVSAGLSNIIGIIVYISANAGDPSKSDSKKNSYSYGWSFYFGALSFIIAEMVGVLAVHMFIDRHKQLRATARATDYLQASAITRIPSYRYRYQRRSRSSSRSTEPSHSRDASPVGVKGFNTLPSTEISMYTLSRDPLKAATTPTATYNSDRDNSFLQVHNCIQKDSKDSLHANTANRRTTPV
Target sequence (P19491 whole entry, looked up): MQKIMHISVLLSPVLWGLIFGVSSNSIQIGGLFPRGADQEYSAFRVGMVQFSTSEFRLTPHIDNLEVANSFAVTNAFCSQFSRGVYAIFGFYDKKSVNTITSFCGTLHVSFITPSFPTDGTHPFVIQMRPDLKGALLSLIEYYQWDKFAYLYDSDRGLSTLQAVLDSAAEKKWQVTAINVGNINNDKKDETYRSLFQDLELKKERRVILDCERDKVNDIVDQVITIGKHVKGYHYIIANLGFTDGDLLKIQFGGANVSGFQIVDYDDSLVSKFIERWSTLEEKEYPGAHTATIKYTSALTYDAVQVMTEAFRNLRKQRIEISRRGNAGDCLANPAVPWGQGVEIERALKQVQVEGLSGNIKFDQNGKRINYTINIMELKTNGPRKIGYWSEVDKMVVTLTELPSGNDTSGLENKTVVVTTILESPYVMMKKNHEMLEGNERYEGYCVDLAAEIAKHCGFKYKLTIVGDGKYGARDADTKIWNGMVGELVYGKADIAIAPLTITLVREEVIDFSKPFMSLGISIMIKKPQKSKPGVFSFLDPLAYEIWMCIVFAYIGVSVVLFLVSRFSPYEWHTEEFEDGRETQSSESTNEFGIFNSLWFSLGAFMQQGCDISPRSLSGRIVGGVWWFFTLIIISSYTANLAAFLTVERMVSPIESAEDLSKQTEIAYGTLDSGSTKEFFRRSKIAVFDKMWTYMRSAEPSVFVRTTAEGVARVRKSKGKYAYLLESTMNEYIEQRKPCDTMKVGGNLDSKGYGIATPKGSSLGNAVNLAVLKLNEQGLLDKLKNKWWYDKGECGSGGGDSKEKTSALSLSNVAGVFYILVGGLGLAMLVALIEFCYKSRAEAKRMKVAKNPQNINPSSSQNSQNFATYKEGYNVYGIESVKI
AMPAR-TARP mod agonism max-min: also measured in AMPAR-TARP mod; calls as there; compound max-min signal; compound-alone response (agonism);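 unitless range of fluorescence divided by baseline over first 100 seconds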
AMPAR-TARP mod glutamate slope: recorded beside AMPAR-TARP mod, whose call it bears; glutamate slope, % of max; measured here: glutamate response slope, % max;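 scaled per plate between vehicle wells and maximal 1 mM glutamate control wells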
* hit, by the source's call; i = inactive; + = active, no number. This is a subset; rates above refer to the full screens.

Sample of the layout, four compounds:
AMPAR-TARP mod	AMPAR-TARP mod agonism max-min	AMPAR-TARP mod glutamate slope	smiles
i	0.14	59	CC1SC(=N)N(c2ncc(Cc3cccc(Cl)c3)s2)C1=O (stereo not drawn)
i	0.036	49	CN(C)C1CCCCC1NS(=O)(=O)c1ccc(Cl)cc1 (stereo not drawn)
i	0.06	58	COc1ccc(-n2nc3c(c2NC(=O)C(=O)NCCC(C)C)CS(=O)(=O)C3)cc1
i	0.058	55	CC(=O)N1N=C(c2cccc(NS(C)(=O)=O)c2)CC1c1ccc(Cl)o1 (stereo not drawn)

The listing, repeating the preview:
AMPAR-TARP mod	AMPAR-TARP mod agonism max-min	AMPAR-TARP mod glutamate slope	smiles
i	0.14	59	CC1SC(=N)N(c2ncc(Cc3cccc(Cl)c3)s2)C1=O (stereo not drawn)
i	0.036	49	CN(C)C1CCCCC1NS(=O)(=O)c1ccc(Cl)cc1 (stereo not drawn)
i	0.06	58	COc1ccc(-n2nc3c(c2NC(=O)C(=O)NCCC(C)C)CS(=O)(=O)C3)cc1
i	0.058	55	CC(=O)N1N=C(c2cccc(NS(C)(=O)=O)c2)CC1c1ccc(Cl)o1 (stereo not drawn)
i	0.042	43	Cc1nc2sc(C(c3cccc(Br)c3)N3CCCC3)c(O)n2n1 (stereo not drawn)
i	0.063	59	COCC(C)NC(=O)C(=O)Nc1c2c(nn1-c1ccc(Cl)cc1)CS(=O)(=O)C2 (stereo not drawn)
i	0.23	52	COc1ccc(-c2c(C)nn3c(N4CCN(C)CC4)cc(C)nc23)cc1OC
i	0.046	57	CC(C)(C)CN1CCNC(=O)C1CC(=O)O (stereo not drawn)
i	0.066	59	O=C(NCCn1ncc2c(N3CCCC3)ncnc21)c1c(F)cccc1Cl
i	0.051	60	O=C(CSc1nc(=O)n(CCCO)c2c1CCC2)N1CCCC1
i	0.053	46	CC(=O)Cn1c(=O)c2c(nc3n(-c4ccc(Cl)cc4)c(C)cn23)n(C)c1=O
i	0.04	56	CCOc1ccc(-c2ccc(=O)n(CCNS(=O)(=O)c3ccccc3F)n2)cc1
i	0.11	59	COc1cccc(C(=O)NCCS(=O)(=O)N2CCOCC2)c1
i	0.11	59	COc1ccc(-c2cc(NS(=O)(=O)c3cnc[nH]3)n(C3CCS(=O)(=O)C3)n2)cc1 (stereo not drawn)
i	0.1	57	CCn1nccc1C(=O)N(Cc1ccccc1)c1nc2c(F)cc(F)cc2s1
i	0.12	55	COc1cc(NC(=O)Nc2ccc(-n3nnn(CC(N)=O)c3=O)cc2)cc(OC)c1
i	0.045	40	CCCCn1c(-n2nc(C)cc2C)nc2c1c(=O)n(CC(N)=O)c(=O)n2C
i	0.038	51	CSc1ccccc1C(=O)NCCC(O)c1ccccc1 (stereo not drawn)
i	0.096	54	CCOC(=O)CSc1ccc(NC(=O)C(C)C)nn1
i	0.057	60	O=C(Cc1csc(SCc2cccc(Cl)c2)n1)NCC1CCCO1 (stereo not drawn)
i	0.069	5	COc1ccc(CN(CC(=O)NC2CCCCC2)S(=O)(=O)c2cccnc2)cc1
i	0.12	66	COc1ccc(CCS(=O)(=O)NCC(O)c2ccsc2)cc1 (stereo not drawn)
i	0.092	63	CCCNC(=O)C(=O)Nc1c2c(nn1-c1ccc(Cl)cc1)CS(=O)(=O)C2
i	0.073	58	COc1ccc(OCC(=O)NCCOc2ccc3nnc(-c4ccccc4)n3n2)cc1
i	0.072	50	COc1cccc(CNC(=O)CSc2nc(=O)n(CC3CCCO3)c3c2CCC3)c1 (stereo not drawn)
i	0.091	70	CCOC(=O)C1CCCN(C(=O)Cn2cnc(-c3cccs3)cc2=O)C1 (stereo not drawn)
i	0.1	56	O=C(C1CC(=O)N(c2ccc(F)cc2)C1)N1CCC(COCc2ccccc2)CC1 (stereo not drawn)
i	0.078	64	COc1ccc(CCNC(=O)c2ncccn2)cc1OC
i	0.089	66	O=C(Nc1cccc(F)c1)C1CCCN(c2ccc(-n3ccnc3)nn2)C1 (stereo not drawn)
i	0.035	54	COc1ccc(S(=O)(=O)CC(=O)Nc2sc3c(c2C(N)=O)CCCC3)cc1

New compounds follow:
AMPAR-TARP mod	AMPAR-TARP mod agonism max-min	AMPAR-TARP mod glutamate slope	smiles
i	0.073	42	NS(=O)(=O)c1ccc(NC(=O)Cc2csc(NC(=O)c3ccc(=O)[nH]c3)n2)cc1
i	0.057	69	COc1ccccc1C(=O)Oc1c(C)cccc1C
i	0.094	56	COc1nn(C)cc1-c1nnc(SCC(=O)N(C)c2ccccc2)n1C
i	0.099	28	CC(Oc1ccc(F)cc1)C(=O)N1CCN(c2ccc3nnc(C4CC4)n3n2)CC1 (stereo not drawn)
i	0.08	57	CCOc1ccccc1NC(=O)Nc1ccc2c(c1)CN(C(=O)c1ccco1)CC2
i	0.14	46	O=S(=O)(CCOc1ccc(F)cc1)Nc1ncccn1
i	0.11	53	CCOc1ccc(-c2cc(=O)n(Cc3cccc(F)c3)cn2)cc1
i	0.041	40	Cc1ccc(C)c(NS(=O)(=O)c2cc(C)ccc2C)c1
i	0.12	64	CCC(C(=O)N1CCN(c2ncnc3c2nnn3-c2ccc(OC)cc2)CC1)c1ccccc1 (stereo not drawn)
i	0.1	61	CC(=O)Nc1ccc(NC(=O)Nc2cn(C)c3ccccc23)cc1
i	0.057	55	Cc1ccccc1CN1CCc2c(OCC(=O)NC3CCCCC3)cccc2C1=O
i	0.066	41	CCOc1ccccc1C(=O)NCC1CCN(S(C)(=O)=O)CC1
i	0.076	34	Cc1ccc2nc(N(CCN3CCOCC3)C(=O)c3ccco3)sc2c1
i	0.052	55	CCCCCn1c(-n2nc(C)c(C)c2C)nc2c1c(=O)n(CC(=O)OC)c(=O)n2C
i	0.055	50	Cc1ccc(C(=O)Nc2ccc(SCC(=O)NCc3ccc4c(c3)OCO4)nn2)cc1
i	0.13	56	COc1cc(OC)cc(C(=O)Nc2nnc(-c3ccccc3)o2)c1
i	0.044	32	O=C1NC2(CCN(Cc3ccccc3F)CC2)C(=O)N1Cc1ccc(F)cc1
i	0.16	52	CCOC(=O)c1ccc(Nc2nnnc3c2cnn3-c2ccccc2)cc1
i	0.089	48	Cc1ccccc1C(=O)Nc1ccc(N2CCCCC2=O)cc1
i	0.087	51	COc1ccc(-c2ccc(OCCNC(=O)c3cc4cc(Br)ccc4oc3=O)nn2)cc1
i	0.11	53	COc1ccc(Cl)cc1C(=O)Nc1cc(C(=O)N2CCOCC2)cn(C)c1=O
i	0.14	64	Cc1oc(-c2cccc(Cl)c2)nc1Cn1nnc(C(=O)Nc2ccc(F)c(F)c2)c1C
i	0.047	48	CN(C1(C)CCS(=O)(=O)C1)S(=O)(=O)c1ccc(Cl)c(Cl)c1 (stereo not drawn)
i	0.11	48	O=C(c1c(F)cccc1Cl)N1CCN(c2cc(-n3ccnc3)ncn2)CC1
i	0.12	57	O=C(Nc1cccc(N2CCCS2(=O)=O)c1)Nc1ccc2c(c1)OCO2
i	0.073	58	Cn1ccnc1N1CCN(C(=O)CSCc2ccccc2)CC1
i	0.099	68	COc1ccc(S(=O)(=O)N2CCCOC2CNC(=O)C(=O)NCc2ccc(C)cc2)cc1C (stereo not drawn)
i	0.096	59	Clc1cccc(-c2noc(-c3cn[nH]c3-c3ccccc3)n2)c1
i	0.041	34	CCOC(=O)CSc1nnc(CCn2ccc(=O)[nH]c2=O)o1
i	0.075	53	CCCNC(=O)COc1coc(CN2CCN(c3cccc(Cl)c3)CC2)cc1=O

Compound profiles (already shown).
CCOc1ccccc1C(=O)NCC1CCN(S(C)(=O)=O)CC1 is listed with AMPAR-TARP mod = i; AMPAR-TARP mod agonism max-min = 0.066; AMPAR-TARP mod glutamate slope = 41
Cc1ccc(C)c(NS(=O)(=O)c2cc(C)ccc2C)c1 is listed with AMPAR-TARP mod = i; AMPAR-TARP mod agonism max-min = 0.041; AMPAR-TARP mod glutamate slope = 40
CC(Oc1ccc(F)cc1)C(=O)N1CCN(c2ccc3nnc(C4CC4)n3n2)CC1 (stereo not drawn) is listed with AMPAR-TARP mod = i; AMPAR-TARP mod agonism max-min = 0.099; AMPAR-TARP mod glutamate slope = 28

Continued:
AMPAR-TARP mod	AMPAR-TARP mod agonism max-min	AMPAR-TARP mod glutamate slope	smiles
i	0.038	52	CCOC(=O)c1c(SCC(=O)O)nc(=O)[nH]c1C
i	0.1	59	O=S(=O)(Cc1ccc(C(F)(F)F)cc1)N1CCC(c2cccs2)CC1
i	0.065	41	COc1ccc(C(=O)CSc2ncnc3c2nnn3C)cc1
i	0.072	69	Cc1ccc(S(=O)(=O)N(C)c2ccc(C(=O)N3C(C)CCCC3C)cc2)cc1 (stereo not drawn)
i	0.095	62	Cn1cc(C(=O)N2CCCCCC2)cc(NC(=O)/C=C\c2ccccc2)c1=O
i	0.1	59	COc1ccc(S(=O)(=O)N2CCC3(CC2)C(=O)N(C)C(=O)N3C)c(OC)c1OC
i	0.2	36	O=S(=O)(NCCNc1ccc(Nc2ccncc2)nn1)c1cc(Cl)ccc1Cl
i	0.041	44	CCn1c(=O)cc(N2CCN(c3ccccc3OC)CC2)[nH]c1=O
i	0.11	58	Nc1c(C(=O)N2CCCC2)nsc1C(=O)NCc1ccccc1
i	0.078	52	Cc1sc(NC(=O)Cc2ccccc2)c(-c2nc3ccccc3s2)c1C
i	0.061	54	CS(=O)(=O)c1ccc(CC(=O)N(Cc2ccccn2)c2nc3c(F)cccc3s2)cc1
i	0.06	63	CC(C)N1CCC(CNS(=O)(=O)c2ccc3c(c2)CCCC3)CC1
i	0.13	63	CN(Cc1ccccc1)S(=O)(=O)c1ccc(-c2nc(C#N)c(N3CCc4ccccc4C3)o2)cc1
i	0.068	69	O=S(=O)(NCCOc1ccc(-c2ccc(F)cc2)nn1)c1ccc(C(F)(F)F)cc1
i	0.13	54	COc1ccc(-c2cn(CC(=O)Nc3ccc(F)cc3)nc2N(C)C)cc1
i	0.059	31	COc1ccc2nc(-c3ccc(OC)c(NC(=O)CC4CCCCC4)c3)cn2n1
i	0.087	57	CS(=O)(=O)N1CCC(c2nnc(-c3ccc(F)cc3)o2)CC1
i	0.12	59	CC(C)c1nnc(C2CCN(C(=O)c3cc(=O)c4ccccc4o3)CC2)o1
i	0.1	59	COc1ccc(-c2nnc(NC(=O)/C=C/c3cccs3)o2)cc1OC
i	0.14	55	Cc1nnc2sc(-c3cccc(NC(=O)c4ccc5c(c4)OCCO5)c3)nn12
i	0.088	45	COc1cc(OC)c2c(=O)c(-c3ccc(OC4OC(CO)C(O)C(O)C4O)cc3)coc2c1 (stereo not drawn)
i	0.12	64	COc1ccc(Cl)cc1NC(=O)C(=O)NCC1CCN(c2ccccn2)CC1
i	0.096	52	Cn1nc(C2CCN(C(=O)NCc3ccccc3)CC2)n(-c2ccccc2)c1=O
i	0.042	50	O=c1c2sccc2n(Cc2nc(-c3ccc(F)cc3)no2)c(=O)n1CCc1ccccc1
i	0.023	68	COc1ccc(-c2ccc(OCCNS(=O)(=O)c3c(C)cc(C)cc3C)nn2)cc1
+	0.053*	28*	O=C(CCc1ccccc1)NCC1CCN(Cc2ccsc2)CC1
i	0.079	61	Cc1nn2c(N3CCN(C)CC3)cc(-c3ccccc3)nc2c1-c1ccccc1
i	0.087	65	O=C(CSc1nc2c(c(=O)[nH]1)CN(Cc1ccc3c(c1)OCO3)CC2)Nc1ccc(F)c(F)c1
i	0.045	23	O=C(Cc1cc(-c2ccc3c(c2)OCCO3)on1)Nc1nc2ccccc2s1
i	0.11	58	CCOC(=O)C(C)Oc1ccc2c(c1)O/C(=C\c1ccc(OC)cc1OC)C2=O (stereo not drawn)

3 records drawn at random from those above:
AMPAR-TARP mod	AMPAR-TARP mod agonism max-min	AMPAR-TARP mod glutamate slope	smiles
i	0.11	58	CCOC(=O)C(C)Oc1ccc2c(c1)O/C(=C\c1ccc(OC)cc1OC)C2=O (stereo not drawn)
i	0.041	44	CCn1c(=O)cc(N2CCN(c3ccccc3OC)CC2)[nH]c1=O
i	0.11	58	Nc1c(C(=O)N2CCCC2)nsc1C(=O)NCc1ccccc1

Additional entries follow.
AMPAR-TARP mod	AMPAR-TARP mod agonism max-min	AMPAR-TARP mod glutamate slope	smiles
i	0.13	44	CSc1ccc(CNC(=O)c2ccc3c(=O)n4c(nc3c2)SCC4)cc1
i	0.15	62	CC(=O)N1CCN(c2c(C)cnc3c2c(=O)n(CC(N)=O)c(=O)n3C)CC1
i	0.062	53	CC(C)(C)n1ncc2c(=O)n(NC(=O)Cc3ccc(Cl)cc3)cnc21
i	0.11	64	CCCn1c(=O)c2c(nc3n(-c4cccc(OC)c4)c(-c4ccccc4)cn23)n(C)c1=O
i	0.11	56	O=C(NCC(O)(c1cccs1)C1CC1)c1cc(-c2ccccc2)on1 (stereo not drawn)
i	0.096	42	COc1cc(C(=O)Nc2nnc(CS(=O)(=O)c3ccccc3)o2)cc(OC)c1OC
i	0.085	62	Cc1nn(C2CCS(=O)(=O)C2)c2nc(-c3cccs3)cc(C(=O)N3CCCC3)c12 (stereo not drawn)
i	0.069	76	CCOc1ccc(/C=C/C(=O)NCCc2ccccc2)cc1
i	0.065	40	COc1ccccc1N1CCCn2c1nc1c2c(=O)n(CC(=O)OCc2ccccc2)c(=O)n1C
i	0.065	51	O=C(c1cccs1)N1CCc2ccc(NS(=O)(=O)Cc3cccc(Cl)c3)cc21
i	0.054	56	O=[N+]([O-])c1ccccc1S(=O)(=O)NCCOc1ccc(-c2cccs2)nn1
i	0.18	67	O=C(Nc1cccs1)N1CCN(Cc2nc(-c3cccs3)cs2)CC1
i	0.093	60	Nc1c(-c2nc(-c3ccc(F)cc3)no2)nnn1-c1ccccc1C(F)(F)F
i	0.097	51	COc1ccc(Cl)cc1NC(=O)CN1CCCN(Cc2ccccc2)S1(=O)=O
i	0.092	25	CNC(=O)Cc1csc(NC(=O)c2ccc(=O)[nH]c2)n1
+	0.14*	4.1*	CC(C)(C)c1cc(NC(=O)CCSc2ccccc2)n(CCO)n1
i	0.036	53	CCOC(=O)C1CCN(CC(=O)O)CC1

Source: PubChem (Vanderbilt High Throughput Screening Facility)
